# MITF inh: MITF inhibitors, primary screen, biochemical, AlphaScreen, human; Microphthalmia-associated transcription factor (Homo sapiens), O75030; AlphaScreen MITF homodimerization, bead proximity signal; inhibition, % at 2.6 µM; 650,000 compounds, 0.91% hits; AID 1259374, 2018; in the data active means inhibition above about 50%;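 further: 0% = vehicle wells with protein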
# FBW7 activator: FBW7 E3 ligase activators, primary screen, biochemical, AlphaScreen, human; F-box/WD repeat-containing protein 7 (Homo sapiens), Q969H0; AlphaScreen FBW7–phospho-cyclin E peptide binding, activator screen; normalized activity (activation), % at 26.1 µM; 650,000 compounds, 0.13% hits; AID 1259310, 2017; in the data active means normalized activity above about 1.9%;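 further: purified mutant Fbw7 with reduced substrate affinity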
# Target sequence (Q969H0 whole entry, looked up): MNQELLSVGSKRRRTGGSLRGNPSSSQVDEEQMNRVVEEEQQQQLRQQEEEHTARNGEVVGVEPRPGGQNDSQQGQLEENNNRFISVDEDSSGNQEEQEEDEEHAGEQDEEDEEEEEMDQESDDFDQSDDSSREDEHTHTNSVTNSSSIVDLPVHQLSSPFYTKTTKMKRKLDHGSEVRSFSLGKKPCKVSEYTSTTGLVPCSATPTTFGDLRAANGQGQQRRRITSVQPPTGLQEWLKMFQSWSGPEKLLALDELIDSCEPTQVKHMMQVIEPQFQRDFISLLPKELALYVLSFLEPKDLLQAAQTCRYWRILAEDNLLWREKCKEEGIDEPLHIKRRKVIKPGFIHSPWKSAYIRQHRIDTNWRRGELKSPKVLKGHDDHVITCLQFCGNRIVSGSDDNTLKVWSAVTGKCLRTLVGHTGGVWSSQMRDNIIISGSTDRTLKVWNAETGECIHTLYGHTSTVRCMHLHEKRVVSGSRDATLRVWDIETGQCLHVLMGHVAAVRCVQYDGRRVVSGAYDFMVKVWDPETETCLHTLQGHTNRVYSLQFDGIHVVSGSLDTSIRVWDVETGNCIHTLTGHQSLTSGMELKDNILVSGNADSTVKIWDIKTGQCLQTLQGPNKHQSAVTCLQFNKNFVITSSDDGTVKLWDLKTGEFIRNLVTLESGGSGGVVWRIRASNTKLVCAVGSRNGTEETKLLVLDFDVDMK
# GPR151 activ: activators of human GPR151, primary screen, cell-based, PathHunter beta-arrestin, luminescence | G-protein coupled receptor 151 (Homo sapiens), Q8TDV0 | PathHunter beta-arrestin GPR151 cells | activation, % at 11.2 µM | 650,000 compounds, 1% hits; in the data active means activation above about 4.9%;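 further: 0% = median of compound wells and 100% = cells with positive control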
# Target sequence (Q8TDV0 whole entry, looked up): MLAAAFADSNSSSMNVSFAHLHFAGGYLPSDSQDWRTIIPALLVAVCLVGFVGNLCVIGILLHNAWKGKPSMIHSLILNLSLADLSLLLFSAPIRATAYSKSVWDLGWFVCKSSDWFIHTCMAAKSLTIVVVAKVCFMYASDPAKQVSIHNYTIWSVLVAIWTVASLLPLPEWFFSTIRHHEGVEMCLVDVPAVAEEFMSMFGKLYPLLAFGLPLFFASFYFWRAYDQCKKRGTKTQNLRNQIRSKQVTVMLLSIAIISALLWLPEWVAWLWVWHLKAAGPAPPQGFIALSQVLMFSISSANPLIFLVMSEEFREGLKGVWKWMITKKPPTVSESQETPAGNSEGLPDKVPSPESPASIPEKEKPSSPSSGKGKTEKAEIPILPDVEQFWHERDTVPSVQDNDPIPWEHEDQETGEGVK
# TEAD-YAP inh: TEAD-YAP interaction inhibition, primary screen, TEAD-YAP interaction inhibitor project, luminescence, HEK-TIYL cells. 640,000 compounds, 1.4% hits. inhibition, % at 9.12 µM. TEAD-Gal4/YAP UAS-luciferase luminescence; in the data active means inhibition above about 32%;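 further: 0% = median of test compound wells and 100% = reference inhibitor wells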
# Numbers without * were called inactive.
# Below each compound – MITF inh, FBW7 activator, GPR151 activ, TEAD-YAP inh
Cc1ccccc1CCN(CC(=O)NC(C)(C)C)C(=O)c1csnn1
→ -10, 0.0, -0.8, -4
CC(C)(C)S(=O)(=O)c1ccccc1C(=O)O
→ 5, -0.5, 1.0, -6
O=C1c2cc(S(=O)(=O)N3CCN(c4ccccn4)CC3)ccc2-c2ccc(S(=O)(=O)N3CCN(c4ccccn4)CC3)cc21
→ 4, 0.1, 0.7, -2
CC1CCN(S(=O)(=O)c2cccc(C(=O)Nc3ccccc3C(=O)N3CCCCC3)c2)CC1
→ -9, -0.2, -0.7, -1
CCOC(=O)C1C(=O)NC(SC)=C(C#N)C1c1ccccc1F (stereo unspecified)
→ 6, 0.2, -0.6, 9
CCOc1ccc2nc(NC(=O)CSC3=NCCS3)sc2c1
→ 8, -0.1, -0.7, -21
COc1ccc(C(=O)N/N=C/c2ccccc2O)cc1OC
→ 27, 0.0, -1.4, 14
CSc1ccccc1NC(=O)CSc1n[nH]c(N)n1
→ -10, 0.0, -1.2, -4
CC1(C2CCN(Cc3cccc(F)c3F)CC2)NC(=O)N(Cc2ccsc2)C1=O (stereo unspecified)
→ -2, 0.5, -0.4, -7
O=C(NCc1ccc(F)cc1)C1CCC(=O)N1CCc1ccccc1 (stereo unspecified)
→ 22, 0.6, -0.2, -8
O=C1C2C(C(=O)N1/N=C/C=C/c1ccccc1)C1C=CC2C12CC2 (stereo unspecified)
→ 17, 0.0, -0.5, -10
COc1ccc(OC(=O)c2cccc(Br)c2)cc1
→ 19, 0.1, 1.3, -4
CNC(=O)/C(C#N)=C/c1ccc(-c2ccc(Cl)c(Cl)c2)o1
→ 9, 1.9*, 0.2, -5
CC(=O)Nc1nc(SCC(=O)NC2CCCC2)[nH]c(=O)c1NC(=O)c1cccs1
→ -12, -0.3, -0.7, -1
O=C(CN1C(=O)c2cccc3cccc1c23)NCc1ccc(Cl)cc1Cl
→ -1, -0.1, -0.1, -1
CCN=c1scc(C)n1/N=C/c1ccc(O)c(O)c1O
→ -9, -0.8, -0.6, 29
Cn1c(=O)c(C(=O)COC(=O)c2ccc([N+](=O)[O-])o2)c(N)n(Cc2ccccc2)c1=O
→ 13, 0.2, -0.1, 14
S=c1n(CN2CCCC2)nc(-c2cccs2)n1CC1CCCO1 (stereo unspecified)
→ -9, 0.1, -1.8, 3
Cc1cc(C(=O)CCl)c(C)n1CC1CCCO1 (stereo unspecified)
→ 9, -0.3, -0.9, -7
CC1=CCC(COC2CCCCO2)CC1 (stereo unspecified)
→ 11, 0.2, -0.2, -10
Cc1ccc(C)c(NC(=O)c2cc(S(=O)(=O)N3CCN(c4ccccc4F)CC3)ccc2F)c1
→ -7, -0.1, 0.8, -7
NC(=O)COC(=O)c1ccc(S(=O)(=O)N2CCOCC2)cc1
→ 4, 0.0, -0.3, 3
Cc1nnc(NCc2ccco2)[nH]c1=O
→ 10, 0.1, -0.6, 10
CCCCNC(=O)c1cc(-c2cccc(OC)c2)on1
→ -6, 0.2, -1.7, -45
COc1ccccc1CN1CC(C(=O)NCc2cccnc2)CC1=O (stereo unspecified)
→ 8, 0.4, -0.8, -15
COc1cc(/C=C/C(=O)NCCCOc2cccc3cccnc23)cc(OC)c1OC
→ 13, 0.8, -0.4, 13
N=C1SCC(=O)N1c1nonc1-n1cccc1
→ -2, -0.1, 0.2, 4
CCCOC(=O)CSc1nnc(-c2ccc(N(C)C)cc2)o1
→ 4, -0.1, -1.3, 19
Cc1csc(NC(=O)c2ccccc2)n1
→ 6, 0.0, -7.9, -38
CCCC(=O)Nc1ccccc1N1CCN(c2ccccc2)CC1
→ 11, 0.0, -0.2, -4
CCOC(=O)c1c(NC(=O)CSc2nnc(CNC(=O)Cc3ccccc3)n2Cc2ccccc2)sc2c1CCCC2
→ 6, 0.3, 0.1, 6
COc1ccc(NC(=O)C(=S)N2CCCCC2)cc1
→ 11, 0.2, -1.2, -5
C=C(C)c1cccc(C(C)(C)NC(=O)NC(C)c2cccs2)c1 (stereo unspecified)
→ -3, -0.1, 0.8, -5
CCN(CC)S(=O)(=O)c1ccc(C)c(N(C)S(=O)(=O)c2ccc(C)cc2)c1C
→ 22, 0.0, -1.4, -3
O=C(N/C(=C\c1ccc([N+](=O)[O-])cc1)C(=O)N1CCCCCC1)c1ccccc1
→ -13, 0.0, 0.8, -6
O=C(N/N=C/c1ccc(C(F)(F)F)cc1)c1ccccn1
→ 13, 1.4, -5.7, 18
Cc1ccc(NC(=O)c2ccccc2Cl)c(C(=O)c2ccccc2)c1
→ 0, -0.1, 0.2, -1
O=C(CCCCCCN1C(=O)c2ccccc2C1=O)NN(c1ccccc1)c1ccccc1
→ 9, 0.0, 6.2*, -3
CC1=C(C(=O)Nc2ccccc2)C(c2cccs2)C(C#N)=C(SCC(=O)Nc2ccccc2C)N1 (stereo unspecified)
→ -13, -0.1, -0.8, -5
Cc1cc(C)c(NC(=O)c2cc3c(=O)n4cccc(C)c4nc3n2C)c(C)c1
→ 15, 0.8, -0.5, 1
CCOc1ccc(C2c3c(-c4ccccc4O)n[nH]c3C(=O)N2CCOC)cc1 (stereo unspecified)
→ 1, -0.1, -0.8, 9
CCCCc1ccc(NC(=O)c2cnc3ccccn3c2=O)cc1
→ -4, 0.0, 0.3, -9
CCOC(=O)c1[nH]c2ccc(OC)cc2c1NC(=O)CNc1nccs1
→ -3, -0.1, -0.2, 2
NC1=NC(=O)/C(=C\c2ccc(S(=O)(=O)O)cc2)S1
→ 3, -0.1, 0.0, 4
COc1ccccc1C1(CC(=O)N(C)C(C2CC2)C2CC2)CC(=O)N(C2CCCC2)C1=O (stereo unspecified)
→ -8, 0.1, -0.8, -67
N#CC1=C(N)Oc2[nH]c(=O)[nH]c(=O)c2C1c1cccc([N+](=O)[O-])c1 (stereo unspecified)
→ 22, -0.2, -0.1, 1
CC1=C(C(=O)OC2CCCCC2)C(c2cccc(Cl)c2)C2=C(CCCC2=O)N1 (stereo unspecified)
→ -22, 0.1, 0.0, 14
CCOC(=O)c1cccc(C(=O)Nc2ccc(Cl)cc2Cl)n1
→ 11, 0.0, 0.4, -6
COc1ccc(S(=O)(=O)c2cnc3cc(OC)c(OC)cc3c2N2CCOCC2)cc1
→ 14, 0.1, -1.2, 5
CS(=O)(=O)NCC(c1ccc2c(c1)OCO2)N1CCN(c2ccccc2)CC1 (stereo unspecified)
→ 5, 0.0, 3.7, 1
O=C(Nc1cccc(Br)c1)N1CCC(CN2CCOCC2)CC1
→ -4, -0.4, 1.0, -9
O=C(N/N=C/c1cc([N+](=O)[O-])cc([N+](=O)[O-])c1O)c1cccc(F)c1
→ -9, -1.1, -0.6, -20
CC(=O)c1ccc(OCC(O)Cn2c(C)nc3ccccc32)cc1 (stereo unspecified)
→ 2, 0.0, -1.3, 7
Brc1ccc(C2C3CC=CC3c3c4c(cc5ccccc35)C3C=CCC3CN42)cc1 (stereo unspecified)
→ -6, 0.3, 0.4, -3
CC(C)(C)NC(=O)c1ccc(N2C(=O)c3ccccc3C2=O)cc1
→ -15, 0.0, 0.9, 0
Oc1ccccc1C(=S)N1CCOCC1
→ 2, 0.1, 2.2, 3
Cc1cc(-c2ccccc2)n(-c2cc(N3CCCCC3)ncn2)n1
→ 2, 0.0, 0.9, -2
CC1C(=O)Nc2ccc(S(=O)(=O)N3CCN(C4CCCCC4)CC3)cc2NC1=O (stereo unspecified)
→ 3, -0.3, -0.8, 5
CN1CC(=O)N2CCN(C(=O)OCc3ccccc3)C[C@@H]2C1=O
→ -13, -0.3, 5.1*, 0
COc1ccc(OC)c(N(CC(=O)Nc2ccc(Cl)cc2C)S(C)(=O)=O)c1
→ -7, 0.0, -1.0, -3

# Retrieved by structure from above:
# Below each compound – MITF inh, FBW7 activator, GPR151 activ, TEAD-YAP inh
CC1C(=O)Nc2ccc(S(=O)(=O)N3CCN(C4CCCCC4)CC3)cc2NC1=O (stereo unspecified)
→ 3, -0.3, -0.8, 5
COc1ccc(NC(=O)C(=S)N2CCCCC2)cc1
→ 11, 0.2, -1.2, -5
O=C(N/C(=C\c1ccc([N+](=O)[O-])cc1)C(=O)N1CCCCCC1)c1ccccc1
→ -13, 0.0, 0.8, -6
O=C(N/N=C/c1ccc(C(F)(F)F)cc1)c1ccccn1
→ 13, 1.4, -5.7, 18
O=C(N/N=C/c1cc([N+](=O)[O-])cc([N+](=O)[O-])c1O)c1cccc(F)c1
→ -9, -1.1, -0.6, -20

# Single values from the results shown:
# Under GPR151 activ, `Cc1cc(C)c(NC(=O)c2cc3c(=O)n4cccc(C)c4nc3n2C)c(C)c1` is listed with -0.5
# Under GPR151 activ, `CC(C)(C)NC(=O)c1ccc(N2C(=O)c3ccccc3C2=O)cc1` is listed with 0.9
# Under GPR151 activ, `CCOC(=O)c1cccc(C(=O)Nc2ccc(Cl)cc2Cl)n1` is listed with 0.4

# Further records:
# Below each compound – MITF inh, FBW7 activator, GPR151 activ, TEAD-YAP inh
N#Cc1c(N(CCO)CCO)nc(N)c2c(N)nc3c(c12)CC(=O)N3Cc1ccco1
→ 4, -0.2, 0.2, -12
COc1ccc(C2CC(=O)C3=C(C2)Nc2ccccc2NC3c2cccc(C(F)(F)F)c2)cc1 (stereo unspecified)
→ -9, -0.1, 0.5, 2
COc1ccc2oc(-c3csc(NC(=O)c4ccc(F)cc4)n3)cc2c1
→ -5, -0.1, -0.1, -8
CCOC(=O)N1CCc2c(sc3[nH]c(=O)n(Cc4ccccc4)c(=O)c23)C1
→ 12, 0.0, -1.4, 7
O=C(Cc1ccc(F)cc1)NCC1(O)CCCC1
→ 15, 0.5, 2.8, -7
CCOc1ccc(Nc2nc(-c3c(C)nc4cc(C)ccn34)cs2)cc1
→ 0, -0.2, 1.7, 67*
Cc1ccsc1C1C(C#N)=C(N)N(c2cccc(C(F)(F)F)c2)C2=C1C(=O)CCC2 (stereo unspecified)
→ 3, 0.2, -1.1, -6
CCCCOCCCNC(=O)C(Cc1ccccc1)NC(N)=O (stereo unspecified)
→ -10, 0.3, 0.1, 4
Cc1cccc2cc(CN(Cc3cccs3)C(=O)C(F)(F)F)c3nnnn3c12
→ -4, -0.4, -0.6, 1
CCCc1nnc(NC(=O)c2ccc(C(C)(C)C)cc2)s1
→ -2, -0.1, 0.8, -13
O=C(Nc1cccc(-c2nc3ncccc3o2)c1)c1ccccc1[N+](=O)[O-]
→ 2, 0.3, -1.3, 6
COc1cc(Nc2nccn3c(-c4cccc(F)c4)cnc23)cc(OC)c1OC
→ 20, 0.0, 1.8, 30
Cc1ccc(CCN2CC(C(=O)NCCc3ccc(Cl)cc3)CC2=O)cc1 (stereo unspecified)
→ 3, 0.1, -0.5, 15
CC1=C(C(=O)OC2CCCC2)C(c2cccc(O)c2)C2=C(CCCC2=O)N1 (stereo unspecified)
→ 15, 0.9, 2.5, 19
COc1ccc(-c2cc(C(=O)N3C(C)CCCC3C)no2)cc1OC (stereo unspecified)
→ 12, 0.1, 0.4, -7
CCc1ccc(C(=O)/C=C\NCC(=O)c2ccccc2)cc1
→ -2, -0.1, 0.5, -20
CCOc1ccc(/C=C2\SC(=Nc3ccc(O)cc3)NC2=O)cc1OC
→ 2, -0.1, 0.1, -13
CC1CCCCC12NC(=O)N(CC(=O)OCC(=O)Nc1ccc(F)cc1[N+](=O)[O-])C2=O (stereo unspecified)
→ -7, 0.0, 0.0, -7
Cc1cccc(NC(=O)c2ccc3ccccc3c2)n1
→ -3, 0.1, -4.4, 17
COc1cc(N)c(Cl)cc1C(=O)OCC(=O)NC1CCCCC1
→ 14, 0.1, 0.1, -4
O=C(Cn1c(NCc2ccccc2)nc2ccccc21)N1CCN(c2ccccc2)CC1
→ -8, -0.2, -0.6, -13
C=CCN1C(=O)CC(C(=O)OC)C12CCN(CC(CC)CC)CC2 (stereo unspecified)
→ 18, 0.1, 1.2, 4
CCCCOc1ccccc1NS(=O)(=O)c1ccc2oc3ccccc3c2c1
→ -4, 0.0, 2.4, -7
CN(Cc1ccccc1)C(=O)CCc1nnc(Cc2cccc(C(F)(F)F)c2)o1
→ -3, -0.1, 0.9, -50
COc1c(-c2ccccc2Cl)oc2ccccc2c1=O
→ 14, 0.1, 1.0, -4
CN(C)C(=O)CSc1nnc(-c2ccc3c(c2)OCO3)o1
→ 2, 0.0, -4.8, -36
CN(C)C(=O)c1c(NC(=O)c2ccccc2Cl)sc2c1CCCCC2
→ 14, 0.2, -0.8, 8
O=C1NC2(CCN(C(=O)CCc3ccccc3)CC2)Oc2ccccc21
→ 11, 0.1, 0.2, -6
CC(=O)OCc1c(C)cc(C)c(/C=N/NC(N)=O)c1C
→ -5, -0.1, 0.6, -12
CCOC(=O)C1=C(C(=O)OCC)SC(=C2C(=S)C(C)(C)N(C(=O)Cc3ccccc3)c3ccc(OCC)cc32)S1
→ 11, 0.0, 0.3, 1
Cc1ccc(C2CC(C(F)(F)F)n3nc(C(=O)Nc4ccc(Cl)cc4)cc3N2)cc1 (stereo unspecified)
→ 6, -0.1, 1.8, -3
N#Cc1c(NC(=O)CCl)sc2c1CCC2
→ 10, 0.2, -1.1, 6
COc1ccc(-c2noc(NCC3COc4ccccc4O3)n2)cc1 (stereo unspecified)
→ -2, -0.1, 1.5, -14
Cc1ccccc1C(=O)Nc1c(Cl)cc([N+](=O)[O-])cc1Cl
→ 12, 0.1, -0.4, 6
COc1ccc(Cl)cc1-n1cnc2cc(C(=O)NCc3ccc(F)cc3)ccc21
→ 12, 0.1, -1.3, 6
CC1=C(C(=O)O)N2C(=O)C(NC(=O)CCn3ncc([N+](=O)[O-])c3C)C2SC1 (stereo unspecified)
→ 4, 0.0, 0.0, -3
CCC1CN(Cc2cnn(C)c2)Cc2ccc(Cl)cc2O1 (stereo unspecified)
→ 9, 0.5, 1.1, 6
